Rac1 mut GTP = GTP binding modulators of activated mutant Rac1, primary screen, biochemical, bead-based flow cytometry, multiplex, fluorescent GTP; percent activity (GTP binding), % at 10 µM; actives 0.11% (n = 190,000); Ras-related C3 botulinum toxin substrate 1 (Homo sapiens), P63000; GST-Rac1 activated beads; actives lie on both sides; 100% means binding = to untreated wells;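 active = GTP binding at least 20 percentage points away from the 100% baseline, in either direction, so actives lie on both sides; inconclusive = Compound likely fluorescent itself, or too few beads counted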
Cdc42 wt GTP = modulators of GTP binding to wildtype Cdc42, primary screen, biochemical, multiplex bead flow cytometry, Bodipy-GTP. Cell division control protein 42 homolog (Homo sapiens), P60953. GST-Cdc42 beads; actives lie on both sides. percent activity (GTP binding), % at 10 µM. actives 0.2% (n = 190,000);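 active = percent activity GTP binding at least 20 points away from the 100% baseline, either down as inhibitor or up as activator; inconclusive = compound flagged as likely green fluorescent from well-wide comparison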;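 also: median bead fluorescence of bound Bodipy-FL-GTP at 100 nM; 0% = excess unlabeled GTP control and 100% = no compound control; below 100% means less GTP binding so inhibitor and above means activator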
Target sequence (P60953 whole entry, looked up): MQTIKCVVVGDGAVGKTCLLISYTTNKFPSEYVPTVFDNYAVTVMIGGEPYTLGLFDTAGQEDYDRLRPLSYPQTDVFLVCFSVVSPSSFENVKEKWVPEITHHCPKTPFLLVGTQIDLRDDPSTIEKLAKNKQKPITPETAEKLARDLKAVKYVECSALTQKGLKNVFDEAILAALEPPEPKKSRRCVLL
Avidin bead fluor = green autofluorescence of compounds with avidin beads – biophysical, 488/530 nm, flow cytometry, artefact control, profiling panel | compound fluorescence 488/530 nm; active compounds read high | fluorescence (KMESF) at 10 µM | actives 0.38% (n = 220,000); in the data active = fluorescence above about 47; also: inactives centre near 10
ABCB1 block = ABCB1 efflux pump inhibitors, primary screen, cell-based, multiplex, flow cytometry, ABCG2 counter-screen; CCRF-Adr cells, JC-1 efflux; AID 1326, 2008; actives 0.067% (n = 190,000); ATP-dependent translocase ABCB1 (Homo sapiens), P08183; inhibition, % at 6.6 µM; in the data active = inhibition above about 40%;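 also: 0% = vehicle and 100% = reference inhibitor; higher value means more JC-1 retained so stronger ABCB1 efflux block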
Mcl1-Noxa inh = Mcl-1/Noxa binding inhibitors, primary screen, biochemical, TR-FRET, 1536-well; Induced myeloid leukemia cell differentiation protein Mcl-1 (Homo sapiens), Q07820; TR-FRET Mcl-1/Noxa peptide binding, 2 h; inhibition, % at 21.7 µM; actives 1.5% (n = 220,000);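 active = compounds that cut the protein-peptide binding signal by more than 50% relative to plate controls in a single-dose test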;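 also: His-tagged Mcl-1 with rhodamine Noxa BH3 peptide and terbium anti-His antibody; 0% = Mcl-1 plus Noxa peptide wells and 100% = peptide-only wells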
Target sequence (Q07820 whole entry, looked up): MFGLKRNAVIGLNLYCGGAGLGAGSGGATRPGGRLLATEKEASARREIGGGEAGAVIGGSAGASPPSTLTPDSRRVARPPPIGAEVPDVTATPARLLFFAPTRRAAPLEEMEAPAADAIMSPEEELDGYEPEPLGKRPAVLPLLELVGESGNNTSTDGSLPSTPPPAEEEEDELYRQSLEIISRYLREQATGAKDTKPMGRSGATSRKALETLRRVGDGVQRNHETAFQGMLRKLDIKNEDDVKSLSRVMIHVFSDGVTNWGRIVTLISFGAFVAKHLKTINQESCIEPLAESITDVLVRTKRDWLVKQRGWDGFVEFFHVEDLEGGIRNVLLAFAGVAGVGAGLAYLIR
ABCG2 inh = ABCG2 efflux pump inhibitors, primary screen, multiplex with ABCB1, IgMXP3 cells, flow cytometry; AID 1325, 2008; JC-1 efflux; Broad substrate specificity ATP-binding cassette transporter ABCG2 (Homo sapiens), Q9UNQ0; actives 0.1% (n = 190,000); inhibition, % at 6.6 µM;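 active = inhibition above 80%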;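 also: 0% = DMSO and 100% = nicardipine control wells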
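Test system: ABCG2 IgMXP3 and barcoded ABCB1 CCRF-Adr cell mix; Schedule: cells with compound and JC-1, 10 min at 25 °C, rotating, no wash; Technique: flow cytometry of retained JC-1 fluorescence; Measure: % inhibition of efflux relative to nicardipine and DMSO; Controls: nicardipine high and DMSO low controls.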
Pf gametocyte = late stage P. falciparum gametocyte viability inhibitors, primary screen, ATP luminescence, HTS | P. falciparum stage V gametocytes, 24 h | inhibition, % at 10.9 µM | actives 0.065% (n = 150,000);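 active = inhibition above the mean plus 3 SD of compounds within the control limits, set per campaign, cut at about 38% in these data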;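 also: 0% = DMSO wells and 100% = medium only without gametocytes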
Rab7 wt GTP bind = modulators of GTP binding to Rab7, primary screen, biochemical, wildtype, multiplex bead flow cytometry; Rab7 GTPase wild type (dog), Bodipy-FL-GTP binding; GST-Rab7 beads, fluorescent GTP binding; actives lie on both sides; untreated = 100%, excess cold GTP = 0%; GTP binding activity (percent of control), % at 10 µM; actives 0.055% (n = 190,000);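 active = fluorescent GTP binding to Rab7 beads changed by at least 20 points from the 100% baseline, either direction, mostly lower; inconclusive = compound itself probably fluorescent, or too few beads counted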;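 also: median green fluorescence of bound Bodipy-FL-GTP per Rab7 bead population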
Rab2A wt mod = modulators of GTP binding to Rab2A wildtype, primary screen, biochemical, dog, bead-based flow cytometry, multiplex. GST-Rab2 wt beads, Bodipy-GTP binding. GTP binding activity, % at 10 µM. actives 0.19% (n = 190,000). AID 760, 2007;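 active = GTP binding activity at least 20 points away from 100%, either lowered or raised; inconclusive = signal likely due to the compound's own green fluorescence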;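 also: 0% = beads with excess unlabeled GTP and 100% = no-compound control corrected for plate trend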
Rac1 wt modul = wildtype Rac1 GTP binding modulators, primary screen, biochemical, GST-Rac1 beads, flow cytometry, multiplex; Ras-related C3 botulinum toxin substrate 1 (Homo sapiens), P63000; fluorescent GTP binding; actives lie on both sides; 0 = cold GTP competed, 100 = untreated; GTP binding activity (% of control), % at 10 µM; actives 0.27% (n = 190,000);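 active = GTP binding activity at least 20 points away from the 100% control level, either lower or higher; inconclusive = compound flagged as likely green fluorescent, judged across all proteins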
HRas wt GTP = modulators of GTP binding to HRas wildtype, primary screen, biochemical, bead-based flow cytometry, multiplex. GTPase HRas (Homo sapiens), P01112. GST-Ras wt beads, Bodipy-FL-GTP binding; actives lie on both sides. GTP binding activity, % at 10 µM. actives 0.14% (n = 190,000);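 active = GTP binding activity at least 20% away from the 100% baseline, either lowered as inhibitor or raised as activator; inconclusive = flagged as likely green fluorescent, judged across all proteins in the well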;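 also: 0% = unlabeled GTP competition control and 100% = no-compound control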
Target sequence (P01112 whole entry, looked up): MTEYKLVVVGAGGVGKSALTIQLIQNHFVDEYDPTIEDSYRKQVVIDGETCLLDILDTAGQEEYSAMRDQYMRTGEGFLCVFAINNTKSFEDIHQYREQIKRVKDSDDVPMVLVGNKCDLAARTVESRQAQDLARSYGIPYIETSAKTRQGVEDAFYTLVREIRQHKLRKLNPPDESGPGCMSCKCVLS
Starred values were filed as active, the others as inactive; ? = inconclusive; nt = not tested or not shown; & = joins results of further samples.

SMILES	Rac1 mut GTP	Cdc42 wt GTP	Avidin bead fluor	ABCB1 block	Mcl1-Noxa inh	ABCG2 inh	Pf gametocyte	Rab7 wt GTP bind	Rab2A wt mod	Rac1 wt modul	HRas wt GTP
Cc1cc(C)cc(C(=O)NN2CCOCC2)c1	102	103	14	0.0	14	-1	-30	98	98	105	100
CCCCn1c(NCc2ccncc2)nc2ccccc21	96	97	10	0.3	28	2	7	105	97	98	97
CCCc1nnc(NC(=O)CN2CCN(C)CC2)s1	94	98	16	0.4	30	0	nt	95	95	94	96
Cc1cc(Nc2ccc(C)c(C)c2)n2nc(C)nc2n1	94	95	8	0.7	-7	6	nt	95	97	98	97
NC(=O)CSc1nnc(-c2cc(-c3ccc(Cl)cc3)nc3ccccc23)o1	94	94	15	-0.6	6	4	22	94	94	91	93
C=CCSC(=S)NC1CCS(=O)(=O)C1 (stereo unspecified)	99	100	3	0.3	5	0	nt	103	98	104	101
Cc1ccccc1N1CCN(c2ccc(NC(=O)C3CCCCC3C(=O)O)cc2)CC1 (stereo unspecified)	99	98	4	1.3	34	11	-23	100	97	102	98
CC(C(=O)Nc1ccc(OCc2ccccc2)cc1)N1CCCC1 (stereo unspecified)	98	95	11	1.3	9	8	nt	93	98	98	96
CCOC(=O)C1=C(C)NC(=O)NC1c1ccc(OC)c(CN2CCOCC2)c1 (stereo unspecified)	100	97	18	0.3	16	0	nt	96	96	98	98
COc1ccc(C(=O)CSc2nc3ccccc3n2CC(=O)c2ccccc2)cc1	96	98	6	0.7	-5	2	10	98	96	100	99
COC(=O)c1cccc(NC(=O)CCNC(=O)c2ccc([N+](=O)[O-])cc2)c1	100	94	2	0.2	24	1	4	95	97	100	99
Oc1ccc(N2CCN(C(c3cccnc3)c3nnnn3Cc3ccccc3)CC2)cc1 (stereo unspecified)	99	104	-4	0.2	40	0	nt	102	101	102	101
Cc1ccccc1Cn1nc(C)c(NC(=O)c2ccccc2)c1C	93	97	8	1.0	10	7	-1	92	91	100	95
O=C(Nc1cccn(Cc2c(Cl)cccc2Cl)c1=O)c1ccccc1Cl	100	102	15	0.4	-14	1	6	102	102	100	101
COc1ccc(-c2nsc3c(N4CCCCC4)ncnc23)cc1	100	102	14	0.8	14	33	11	104	101	104	102
CCOc1cccc(N2C(=O)CC(N3CCN(c4nc5ccccc5s4)CC3)C2=O)c1 (stereo unspecified)	98	100	10	1.1	-8	3	nt	100	100	100	100
O=C(c1ccc2c(c1)OCO2)N(c1ccc(Cl)cc1)C1C=CS(=O)(=O)C1 (stereo unspecified)	96	100	10	0.6	7	5	nt	98	96	97	98
CCc1ccc(OCC(=O)N(C)C)c(Br)c1	102	107	13	0.0	-1	0	nt	104	104	105	105
CC(C)NC(=O)NC(=O)COC(=O)c1ccccc1O	95	94	11	0.3	11	20	7	96	95	92	96
Cc1nn(-c2ccc(F)cc2)c(C)c1NS(=O)(=O)c1ccc(Cl)cc1	92	96	13	0.7	16	2	nt	98	98	96	98

An excerpt from above, reduced to Rab7 wt GTP bind and Rac1 mut GTP.
structure	Rab7 wt GTP bind	Rac1 mut GTP
NC(=O)CSc1nnc(-c2cc(-c3ccc(Cl)cc3)nc3ccccc23)o1	94	94
C=CCSC(=S)NC1CCS(=O)(=O)C1 (stereo unspecified)	103	99

Other compounds
SMILES	Rac1 mut GTP	Cdc42 wt GTP	Avidin bead fluor	ABCB1 block	Mcl1-Noxa inh	ABCG2 inh	Pf gametocyte	Rab7 wt GTP bind	Rab2A wt mod	Rac1 wt modul	HRas wt GTP
CCOc1ccccc1N(CC(=O)N/N=C(\C)c1cccc(Br)c1)S(C)(=O)=O	?	?	7	0.3	19	4	nt	?	?	?	?
COC(=O)C1=C(Nc2ccc(OC)cc2)C=C(C)C(C(=O)OC)C1c1ccc(C)cc1 (stereo unspecified)	97	97	22	2.0	2	3	nt	100	97	103	98
COc1ccc(S(=O)(=O)N2CCCCC2)cc1NC(=O)CSc1ncnc2ccccc12	97	101	22	15	-66	30	nt	96	96	98	98
CN(CCc1ccccn1)C(=O)CCC1CCCN(C(=O)c2ccsc2)C1 (stereo unspecified)	96	96	7	1.9	10	3	8	96	98	100	98
C=CCn1c(SCCCC)nc(O)cc1=O	97	103	6&11	0.3	12&-8	1	20	99	99	103	100
Nc1nnc(Sc2ccc(Cl)cc2[N+](=O)[O-])s1	96	98	16	-1.2	-11	5	-3	100	97	103	97
COc1ccc2ccccc2c1CN1CCN(Cc2ccccc2)CC1	?	?	8	1.0	17	1	nt	?	?	?	?
COC(=O)/C=c1/s/c(=C(\C#N)C(=O)NCc2ccco2)n(-c2ccccc2)c1=O	96	96	25	0.1	5	1	nt	95	96	94	99
Cc1ccc(Nc2ccc(C(=O)O)cc2N)cc1	90	93	28	0.2	6	0	-5	96	94	95	94
CN1CCN(S(=O)(=O)c2ccc(NC(=O)c3csc4ccccc34)cc2)CC1	101	102	14	-0.3	-1	6	nt	98	99	103	100
NC(=O)c1c(NC(=O)CSc2nnc(-c3ccco3)n2-c2ccccc2)sc2c1CCC2	95	96	4	-0.1	88*	2	0	98	95	94	97
CCN(CC)C(=O)c1sc(NC(=O)Cc2ccc(OC)cc2)c(C#N)c1C	101	106	7	0.9	4	3	nt	103	103	106	106
CC(C)OC(=O)c1c2c(n3ccccc13)C(=O)c1ccccc1C2=O	99	97	34	12	-4	41	-8	95	93	93	93
Cc1ccccc1C(=O)Oc1ccccc1N1C(=O)C2CC=CCC2C1=O (stereo unspecified)	97	98	14	0.6	1	5	0	98	97	103	101
O=C(CN1C(=O)C2C3C=CC(C4CC34)C2C1=O)OCC(=O)c1ccccc1 (stereo unspecified)	102	98	13	0.4	10	3	-9	99	99	106	101
O=C(Cn1cccc1)N1CCN(c2ccc(F)cc2)CC1	104	107	7	0.5	-13	2	nt	102	105	111	105
Cc1nn(-c2ccccc2)c2c1C1(C(=O)N(C(C)C)c3ccccc31)C(C#N)=C(N)O2 (stereo unspecified)	98	103	7	0.9	1	2	nt	100	102	100	102
CCn1c(CNc2ccc(C(=O)O)cc2)nc2ccccc21	100	101	7	-0.2	2	1	14	99	99	108	102
CC1(C(=O)NCCCN2CCOCC2)Oc2cccnc2NC1=O (stereo unspecified)	96	99	6	-0.3	-6	1	-13	100	97	98	96
Cc1ccc2nc(N/C(=N/S(=O)(=O)c3ccc(F)cc3)c3ccccc3)sc2c1	90	93	11	-0.2	4	22	-4	102	92	95	92

Arranged by value in Mcl1-Noxa inh (high to low): six from the list above
Compound | Cdc42 wt GTP | Avidin bead fluor | Mcl1-Noxa inh | ABCG2 inh | Rab7 wt GTP bind | Rab2A wt mod | HRas wt GTP
Oc1ccc(N2CCN(C(c3cccnc3)c3nnnn3Cc3ccccc3)CC2)cc1 (stereo unspecified) | 104 | -4 | 40 | 0 | 102 | 101 | 101
CCCCn1c(NCc2ccncc2)nc2ccccc21 | 97 | 10 | 28 | 2 | 105 | 97 | 97
Cc1ccccc1Cn1nc(C)c(NC(=O)c2ccccc2)c1C | 97 | 8 | 10 | 7 | 92 | 91 | 95
CCN(CC)C(=O)c1sc(NC(=O)Cc2ccc(OC)cc2)c(C#N)c1C | 106 | 7 | 4 | 3 | 103 | 103 | 106
Cc1ccccc1C(=O)Oc1ccccc1N1C(=O)C2CC=CCC2C1=O (stereo unspecified) | 98 | 14 | 1 | 5 | 98 | 97 | 101
COc1ccc(C(=O)CSc2nc3ccccc3n2CC(=O)c2ccccc2)cc1 | 98 | 6 | -5 | 2 | 98 | 96 | 99

More structures follow:
SMILES	Rac1 mut GTP	Cdc42 wt GTP	Avidin bead fluor	ABCB1 block	Mcl1-Noxa inh	ABCG2 inh	Pf gametocyte	Rab7 wt GTP bind	Rab2A wt mod	Rac1 wt modul	HRas wt GTP
CC(=O)N/C(=C\c1ccccc1)C(=O)OCC(=O)N(C)C1CCCCC1	98	98	13	0.1	8	1	2	98	98	102	97
O=C(NC(=O)N1CCN(c2ccccc2F)CC1)c1ccccc1	99	102	9	1.2	2	4	2	98	100	104	99
CCCCC1(Cc2ccc(OC)c([N+](=O)[O-])c2)C(=O)N(c2ccccc2)N(c2ccccc2)C1=O	100	101	40	2.4	-20	4	nt	104	102	101	102
O=C(Cc1cccs1)N1CCN(S(=O)(=O)c2ccc(Br)cc2)CC1	94	98	3	35	0	0	-9	99	97	104	96
COc1nccnc1NS(=O)(=O)c1ccc(NC(=O)c2cccc(C)c2)cc1	95	96	10	0.4	-1	1	2	104	98	101	100
Cc1ccc(C)c(OCC(=O)Nc2nc3ccc([N+](=O)[O-])cc3s2)c1	97	97	7	0.5	12	13	nt	105	98	97	98
Cc1noc(C)c1C(=O)N1CCc2ccccc21	96	100	39	0.0	-1	-1	nt	97	97	95	98
C=CCn1c(SCC(C)=O)nnc1-c1cc(-c2ccccc2)sc1N	98	98	25	0.1	34	1	-9	100	97	102	99
CCc1ccc(S(=O)(=O)c2ccc(-n3nc(C)cc3N)cc2)cc1	95	94	22	0.5	2	2	-2	100	93	94	97
COc1ccc(NS(=O)(=O)c2ccc(N3CCCC3)c(NC(=S)Nc3ccc(SC(F)F)cc3)c2)cc1	97	97	9	-1.4	28	-8	17	97	97	100	96
